ER stress rescue – rescue of cells from ER stress-induced death, primary screen, 384-well, CSM14.1, thapsigargin, ATP luminescence (AID 1222). CSM14.1 thapsigargin-induced death rescue, ATP luminescence; higher % means a stronger effect. cellular ATP content (survival), % at 20 µM, or EC50 in µM where a hit was titrated. 190,000 tested, under 10 active;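 active means EC50 below 50 µM in the dose-response confirmation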;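 further: death triggered by thapsigargin at about 15 µM added after 2 h compound pretreatment; cell ATP read after overnight thapsigargin exposure of roughly 18 to 22 hours; normalized against plate controls of thapsigargin alone and 5% DMSO vehicle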
b-catenin transl – alters nuclear translocation of beta-catenin in HeLa cells. immunofluorescence imaging. nuclear translocation activity, % at 5 µM. actives 0.3% (n = 190,000);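 active means nuclear translocation activity above 50% at 5 µM, with a well cell count of 50 or more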;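 further: per-cell ratio of nuclear to cytoplasmic median beta-catenin stain intensity; plate controls were DMSO negative control for no effect and GSK-3 inhibitor IX positive control for full effect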
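Test system: human HeLa cells, native beta-catenin. Compound dosing: 5 µM primary single dose, 0.1% DMSO, 0.02–20 µM confirmation series. Incubation: compound exposure 24 h at 37°C. Detection: beta-catenin immunostaining with DAPI counterstain, 20x imaging, 6 fields/well. Read-out basis: Nuclear/cytoplasmic beta-catenin signal ratio, % activation.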
T cell modulator – T cell immune modulation candidate; 2C CD8+ T cell-vesicle binding, flow cytometry; stronger effect = lower value; calls only at 7 µM; actives 0.068% (n = 330,000); AID 2052;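 active means response, share of CD8 T cells binding vesicles, and their 90th percentile fluorescence all below set limits, cut at about 80% in these data, passing the limit was not always enough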
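Assay system – 2C mouse CD8+ T cells · Also added – QL9-loaded Drosophila micro-vesicles · Timing – Cell–vesicle co-incubation 1.5 h at 37 °C, staining 20 min on ice · Signal – flow cytometry of vesicle-bound cells · Measure – percent CD8+ FL2 mean versus row control · Controls – Peptide-free naked vesicles (low) and QL9 vesicles with 0.7% DMSO vehicle (high)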
MT stabilizer – microtubule stabilizers in HeLa cells. HeLa tubulin immunostaining HCS, 24 h; share of cells brighter than vehicle mean+2SD. % tubulin-high responders, % at 10 µM. actives 0.83% (n = 200,000). AID 2205;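 active means plate Z-score above 3 for both tubulin-high and condensed-nucleus cell shares, with cell loss under 80%, at 10 µM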;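 further: anti alpha tubulin signal scored within the nucleus-defined area of each cell; some results filed as inactive read as strong as hits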
Autophagy mod – autophagy modulation, high-content screen; calls only at 10 µM (by protocol); actives 0.98% (n = 190,000); MEF GFP-LC3 puncta imaging; test concentration mostly 10 µM;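 active means percentage of spot-positive cells more than 3 SD above its plate mean, without a fluorescence outlier flag or 80% toxicity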;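 further: spot-positive cell cutoff set from DMSO-treated cells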
Salmonella PhoP GFP – PhoP-dependent GFP reporter repression – Salmonella Typhimurium, primary screen (AID 1863). S. Typhimurium PhoP-regulated promoter GFP reporter, 4 h; higher % means a stronger effect. inhibition, % at 50 µM; hits with a dose series show IC50 in µM. actives 0.16% (n = 300,000);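 active means inhibition over 29.93%, a cutoff 3 SD above the screen mean, later confirmed by dose response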;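 further: 0% = low Mg2+ inducing control and 100% = high Mg2+ repressing control; strong numbers were not always called active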
Dynein transport – blocks dynein driven cargo transport along microtubules; 3617.4 mouse cells, GR-EGFP nuclear translocation imaging; test concentration mostly 20 µM; stimulated with dexamethasone, 1 µM; stronger effect = lower value; z-score, hits read low; actives 0.47% (n = 220,000); AID 1381;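 active means plate z-score of nuclear minus cytoplasmic receptor signal below a set negative limit, without overly bright fluorescence or cell loss, cut at about -3.5 in these data, passing the limit was not always enough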;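 further: z-score of nuclear minus cytoplasmic ring GR-EGFP intensity difference per well; some compounds called inactive have numbers as strong as hits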
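Buffer or medium: tet-free medium with charcoal-stripped serum / Also added: dexamethasone agonist, 1.0 µM final, for 30 min / Timing: induction 48 h, compound 1 h, agonist 30 min / Measured by: high-content fluorescence imaging after fixation / Read-out: nuclear-to-cytoplasmic GR-EGFP distribution per well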
Hep lipid drop – modulators of hepatic lipid droplet formation; AML12 mouse hepatocytes, oleate lipid droplets, BODIPY imaging; AID 1656; actives 0.4% (n = 240,000); inhibition, % at 6.5 µM;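 active means lipid droplet intensity inhibited by at least 50%, with more than 500 cells counted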
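Assay system: AML12 hepatocytes (mouse); Probe or stimulus: oleic acid at 100 µM to induce lipid droplet formation; Dosing: compound at 6.5 µM only; Schedule: compound with oleate, overnight; Detection: fluorescence imaging, 20x objective, two fields per well; Measure: % inhibition of lipid droplet signal.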
Ins promoter up – MIN6 insulin promoter up-regulation | MIN6 insulin promoter-GFP reporter, high-content imaging; stronger effect = higher value | AID 1625 | z-score at 5 µM | actives 0.3% (n = 190,000);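 active means z-score above 3 at 5 µM with at least 500 cells counted in the well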
Dynein transport cytoplasmic EGFP – further read-out of Dynein transport, marked with its call; z-score; measured here: cytoplasmic GR-EGFP intensity; stronger effect = higher value
Dynein transport nuclear GR-EGFP – further read-out of Dynein transport, marked with its call; z-score; measured here: nuclear GR-EGFP intensity;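 lower value marks the stronger effect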
Dynein transport cell count – second read-out of Dynein transport, no call of its own (marks repeat the call); z-score; measured here: cell count per field
Ins promoter up cell count – second read-out of Ins promoter up, no call of its own (marks repeat the call); cell count; measured here: cytotoxicity, nuclei count;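 total cells summed across four imaged fields per well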
Hep lipid drop cells 6.5 µM – second read-out of Hep lipid drop, no call of its own (marks repeat the call); cell count; measured here: cell count, cytotoxicity flag;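 cells counted across two imaged fields per well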
b-catenin transl cell count 5 µM – also measured in b-catenin transl; calls as there; cell count; measured here: cell count, cytotoxicity flag
T cell modulator vesicle-bound % – further read-out of T cell modulator, marked with its call; double positive events, %; measured here: CD8+ vesicle-bound cell fraction;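 binding gate set so that unloaded-vesicle control wells show 10% double positive cells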
MT stabilizer Hoechst-high % – further read-out of MT stabilizer, marked with its call; % Hoechst-high responders; measured here: nuclear condensation Hoechst responders;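 share of cells brighter than vehicle mean plus two SD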
MT stabilizer cytotoxicity % – also measured in MT stabilizer; calls as there; toxicity, %; measured here: cytotoxicity by cell density;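 0% = mean cell density of plate MIN control wells and 100% = no cells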
Autophagy mod cell loss 18 h – recorded beside Autophagy mod, whose call it bears; toxicity, %; measured here: cell loss, nuclei count;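 cell loss after 18 h compound exposure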
The depositor's hits bear a star; i = inactive; / = not tested or not shown. No enrichment for hits (roughly 3% active in at least one column).

No.	SMILES	T cell modulator vesicle-bound %	MT stabilizer	Ins promoter up cell count	MT stabilizer cytotoxicity %	Dynein transport nuclear GR-EGFP	Dynein transport cell count	Ins promoter up	b-catenin transl cell count 5 µM	Autophagy mod cell loss 18 h	Hep lipid drop cells 6.5 µM	MT stabilizer Hoechst-high %	Salmonella PhoP GFP	b-catenin transl	Autophagy mod	Dynein transport	ER stress rescue	Dynein transport cytoplasmic EGFP	Hep lipid drop	T cell modulator
1	CCOC(=O)c1cccc(-c2ccc(C=O)o2)c1	49	3.0	1479	6.6	-0.25	-0.11	0.76	958	-4	646	2.3	-1%	1.6	i	-0.44	-0.8%	-0.21	2	i
2	Cc1cc(C(=O)N/N=C/c2ccncc2)c(C)o1	16	/	1043	/	0.85	-0.43	-0.35	1296	/	721	/	0%	0.0	/	0.85	/	-0.24	41	i
3	Cc1cc(C(=O)CN2C(=O)NC(C)(c3ccccc3)C2=O)c(C)n1CC1CCCO1 (stereo unspecified)	34	5.1	1427	12	0.86	-1.2	-0.99	1079	10	624	2.2	1%	-2.0	i	1.1	-0.5%	-0.067	-3	i
4	O/N=C1/CCc2nonc2/C1=N/O	3	1.3	1296	9.0	0.17	-0.12	-0.46	1175	0	796	1.7	6%	-6.4	i	0.38	-3.9%	-0.18	2	i
5	CN1C=CC=C/C1=C1/N=C(c2ccccc2)OC1=O	21	5.0	1222	8.5	0.087	0.62	-0.62	1161	-6	711	3.5	-3%	-1.8	i	-0.37	-1.5%	-0.35	-8	i
6	CCOC(=O)c1nc(C)n(-c2ccc(Cl)cc2Cl)n1	35	4.5	1788	9.4	-0.13	-0.2	0.19	1117	11	587	1.7	-3%	-1.8	i	0.11	0.2%	-0.19	8	i
7	NC(=O)c1ccc(Oc2ccc(Cl)cc2)c([N+](=O)[O-])c1	59	/	/	/	-0.086	0.25	/	1347	/	529	/	-13%	-1.2	/	-0.32	/	-0.26	2	i
8	O=C(CCNC(=O)c1ccc(Cl)cc1)Nc1c(F)c(F)cc(F)c1F	51	2.3	/	11	1.9	-1.1	/	1016	5	584	2.8	11%	-0.9	i	1.5	-3.1%	-0.17	0	i
9	O=C(CSCc1ccccc1)Nc1ccc(F)c(F)c1	7	2.6	1544	6.1	-0.051	0.027	0.63	1150	13	709	3.1	-14%	-1.3	i	0.16	-0.9%	-0.23	4	i
10	COc1ccc(S(=O)(=O)N2CCC(C(=O)N3CCCC3)CC2)cc1	24	2.1	991	5.3	-0.37	0.47	0.11	1112	0	/	1.3	15%	-0.4	i	-0.59	-0.4%	-0.45	/	i
11	C=CCN1C(=O)/C(=C/c2ccc(OCC(=O)O)cc2)S/C1=N/c1nccs1	47	3.3	1278	3.9	1.4	-1.3	0.45	1033	-1	650	2.4	3%	-1.2	i	2.8	-3.1%	-0.18	6	i
12	NC(=O)C1CC(=O)N(c2ccc(OCc3ccccc3Cl)cc2)C1 (stereo unspecified)	45	3.2	1507	5.2	-0.11	-1.2	0.28	976	-9	656	2.7	1%	1.4	i	-0.22	0.0%	-0.11	-2	i

Filtered by structure, the entries above containing a furan ring, fused or not.
No.	SMILES	T cell modulator vesicle-bound %	MT stabilizer	Ins promoter up cell count	MT stabilizer cytotoxicity %	Dynein transport nuclear GR-EGFP	Dynein transport cell count	Ins promoter up	b-catenin transl cell count 5 µM	Autophagy mod cell loss 18 h	Hep lipid drop cells 6.5 µM	MT stabilizer Hoechst-high %	Salmonella PhoP GFP	b-catenin transl	Autophagy mod	Dynein transport	ER stress rescue	Dynein transport cytoplasmic EGFP	Hep lipid drop	T cell modulator
1	CCOC(=O)c1cccc(-c2ccc(C=O)o2)c1	49	3.0	1479	6.6	-0.25	-0.11	0.76	958	-4	646	2.3	-1%	1.6	i	-0.44	-0.8%	-0.21	2	i
2	Cc1cc(C(=O)N/N=C/c2ccncc2)c(C)o1	16	/	1043	/	0.85	-0.43	-0.35	1296	/	721	/	0%	0.0	/	0.85	/	-0.24	41	i

(listing goes on)
No.	SMILES	T cell modulator vesicle-bound %	MT stabilizer	Ins promoter up cell count	MT stabilizer cytotoxicity %	Dynein transport nuclear GR-EGFP	Dynein transport cell count	Ins promoter up	b-catenin transl cell count 5 µM	Autophagy mod cell loss 18 h	Hep lipid drop cells 6.5 µM	MT stabilizer Hoechst-high %	Salmonella PhoP GFP	b-catenin transl	Autophagy mod	Dynein transport	ER stress rescue	Dynein transport cytoplasmic EGFP	Hep lipid drop	T cell modulator
13	Cc1cc(C(=O)CSc2n[nH]c(N)n2)c(C)n1-c1ccc2c(c1)OCO2	48	2.8	1290	1.0	-0.82	0.61	-0.24	907	0	647	3.7	0%	5.2	i	-1.2	-2.3%	-0.33	13	i
14	COC(=O)[C@@H]1C[C@H]2CC[C@H](O)C[C@H]2N1Cc1ccc(C)s1	5	/	901	/	0.2	-0.18	-0.16	1288	/	649	/	-1%	-0.4	/	0.18	/	-0.8	-2	i
15	Cc1ccccc1C(=O)NC(CC(C)C)C(=O)OCc1cc(=O)n2cc(Br)ccc2n1 (stereo unspecified)	36	1.9	1555	7.1	-0.56	0.83	-0.15	1110	10	644	3.1	-1%	1.4	i	-0.62	-1.4%	-0.3	-8	i
16	CNC(=O)N1CCN(C(=O)NC)CC1	54	1.6	882	6.7	-0.22	0.67	-0.64	/	31	816	1.8	-2%	/	i	-0.85	-0.2%	-0.02	22	i
17	CC(C)Oc1cccc(C(=O)C2CCCN(C(=O)c3ccsc3)C2)c1 (stereo unspecified)	39	4.9	1349	3.9	0.11	-1.4	-0.08	1014	-24	672	2.1	3%	3.2	i	0.012	1.3%	-0.23	-2	i
18	CC(C)CNC(=O)C1CCN(c2ccc(S(=O)(=O)N3CCOCC3)cc2Cl)CC1	/	4.6	944	8.7	0.33	0.9	-1.4	1188	-10	/	2.7	3%	-1.8	i	0.14	0.5%	-0.23	/	/
19	COc1ccccc1OCCCCNC(C)(C)C	35	5.3	1066	8.2	-0.14	0.35	-0.49	787	-9	/	3.0	0%	-2.5	i	-0.71	-0.9%	-0.2	/	i
20	O=C(O)c1cccc(S(=O)(=O)Nc2ccccc2Cl)c1	50	3.4	1374	4.3	0.31	0.24	0.01	1154	-1	753	3.0	-6%	-4.2	i	0.59	2.1%	-0.22	6	i
21	CN(CC(=O)NC1CCCCC1)S(=O)(=O)c1cccc2cccnc12	40	3.8	847	5.3	0.29	0.1	0.54	/	-3	/	3.4	4%	/	i	0.24	-0.5%	-0.18	/	i
22	COC(=O)CCC(=O)N1CCc2cc(S(=O)(=O)N3CCN(c4ccccc4Cl)CC3)ccc21	/	6.2	1444	9.9	0.81	-1.8	-0.8	823	64	/	3.2	18%	-3.9	i	0.79	0.3%	-0.23	/	/
23	O=[N+]([O-])c1ccccc1SN(Cc1ccccc1)c1ccccn1	56	2.3	1232	5.0	-0.34	0.58	-0.05	512	9	693	2.7	1%	-5.6	i	-1.1	-1.7%	-0.27	1	i
24	CC(C)(C)NC(=O)CSc1nc(O)cc(=O)[nH]1	30	4.6	1144	7.7	-0.21	-0.55	0.32	973	8	554	2.1	8%	-0.6	i	-0.015	11%	0.16	-2	i
25	CCC(=O)Nc1cc(-c2nn(C)c(=O)c3ccccc23)ccc1N1CCCCC1	39	5.2	1293	3.6	0.36	-0.6	-0.33	1450	5	/	2.5	0%	0.7	i	-0.017	6.7%	-0.24	/	i
26	S=C(Nc1ccc(Cl)cc1Cl)Nn1cnnc1	33	1.9	1065	8.1	0.4	-0.43	0.17	934	15	601	4.1	-12%	0.1	i	1.2	-1.6%	-0.25	-2	i
27	N#CC(c1ccc(Cl)cc1)(c1ncc(C(F)(F)F)cc1Cl)N1CCOCC1 (stereo unspecified)	44	1.0	/	3.8	-0.61	0.64	/	/	4	/	1.5	17%	/	i	-0.51	0.1%	0.14	/	i
28	CCC(=O)N1c2ccccc2NC2=C(C(=O)CC(C)(C)C2)C1c1cccnc1 (stereo unspecified)	29	1.7	1437	5.0	-0.48	1.1	0.24	1020	5	663	0.8	1%	1.7	i	-1.2	-1.3%	-0.28	-20	i
29	CSc1ccc(/C=N/NC(=O)CN2CCN(Cc3ccccc3)CC2)cc1	35	6.9	1524	4.3	-0.67	1.6	-0.14	941	-1	608	1.3	10%	3.8	i	-0.87	-2.2%	-0.31	-34	i

Screening results from PubChem.
